# 14-3-3 PPI = alters human 14-3-3 gamma binding to Raf peptide | P61981 | FP, 14-3-3gamma / TMR-pS259-Raf peptide binding | inhibition, % at 40 µM | 0.19% of 160,000 active; in the data active = inhibition above about 30%;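 note: 0% = protein plus tracer without compound and 100% = blank with tracer alone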
# Target sequence (P61981 whole entry, looked up): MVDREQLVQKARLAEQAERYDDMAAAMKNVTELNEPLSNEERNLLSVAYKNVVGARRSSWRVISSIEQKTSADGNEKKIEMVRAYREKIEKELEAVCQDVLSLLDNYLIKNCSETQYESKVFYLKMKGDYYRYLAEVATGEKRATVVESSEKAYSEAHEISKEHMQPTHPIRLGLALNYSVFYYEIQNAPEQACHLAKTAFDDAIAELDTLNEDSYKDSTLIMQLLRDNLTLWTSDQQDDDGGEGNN
# * hit, by the source's call; & = joins results of further samples. These rows are one share of the data. The share of hits here may be higher or lower than overall.
SMILES,14-3-3 PPI
COc1ccccc1N(C(=O)CNS(=O)(=O)c1ccccc1)C(C(=O)NCc1ccco1)C(C)C (centres undefined),-6
CC1=C(C(N)=O)C(c2cccnc2)n2nc(SCc3ccccc3Cl)nc2N1 (centres undefined),-4
CCOc1ccc2nc(SC(C)C(=O)N3CCN(c4nc5ccc([N+](=O)[O-])cc5s4)CC3)sc2c1 (centres undefined),-22
Cc1cc(OCCCn2ccnc2)cc(C)c1Cl,0
CCCCOc1ccc(C(=O)Nc2c3c(nn2-c2ccc(C)cc2)CS(=O)C3)cc1 (centres undefined),6
Cn1ccnc1SCC(=O)Nc1ccc2ccccc2c1,0
COc1ccccc1N1C(=O)CC(NCCOC23CC4CC(CC(C4)C2)C3)C1=O (centres undefined),-4
CCOc1ccccc1N1CCN(S(=O)(=O)c2ccc(OCC)c3ccccc23)CC1,-1
COc1ccc(C2=NN(C(C)=O)C(c3cc4cccc(C)c4nc3Cl)C2)cc1OC (centres undefined),-7
Cc1cc(N2CCOCC2)nc2ccc(NC(=O)CC3CCCCC3)cc12,1
O=C(COc1ccc2ccccc2c1)Nc1c2c(nn1-c1ccc(F)cc1)CSC2,-427
CCC(C)(C(=O)NC1CCCCC1)N(C)C(=O)c1ccc2c(c1)OCO2 (centres undefined),-10
CCOc1ccc(-c2n[nH]c(C(F)(F)F)c2-c2ccccc2)c(O)c1C,-13
COc1ccc(C(=O)N2CCC(C(=O)Nc3ccccc3C)CC2)cc1OC,-3
O=C1CCC(C(=O)O)(c2ccccc2)C1 (centres undefined),-1
Cc1nc2nc(SCC(=O)O)nn2c(C)c1Cc1ccccc1,-1
CCOCCCNC(=O)Cc1ccc(-n2c(=S)[nH]c3ccccc3c2=O)cc1,-1
O=c1/c(=C\c2cccnc2)sc2nc3ccccc3n12,-7
O=C(Oc1ccc2c(=O)c(Oc3ccccc3Br)c(C(F)(F)F)oc2c1)c1cccs1,-24
O=[N+]([O-])c1ccc(S(=O)(=O)c2ccc(Br)cc2)cc1,-2
CC1CCC2(C)c3[nH]c4ccccc4c3CCN2C1=O (centres undefined),-1
Cc1ccc(-n2c(Cc3cccn3C)nnc2SCC(=O)N2CCN(c3ccccc3)CC2)cc1,-9
COc1ccc(C2NN(C(=O)c3cccc(Br)c3)C3C(=O)N(c4ccccc4Cl)C(=O)C23)c(OC)c1 (centres undefined),-2
O=C(c1cccc2c1C(=O)N(C1CCCCC1)C2)N1CCN(Cc2ccccc2)CC1,6
CC(Oc1ccc(F)cc1)C(=O)NC1CCS(=O)(=O)C1 (centres undefined),-14

# Other records follow:
SMILES,14-3-3 PPI
N#CCCc1cccc(NC(=O)c2cc3nc(-c4ccc5c(c4)OCO5)cc(C(F)(F)F)n3n2)c1,-10
Cc1c(-c2ccccc2)c(P(=O)(N2CCOCC2)N2CCOCC2)c2ccccn12,-3
Cc1sc2nc(NCCO)[nH]c(=O)c2c1C,-5
CC1(NC(=O)C23CC4CC(CC(C4)C2)C3)CCS(=O)(=O)C1 (centres undefined),-14
O=C1C2CC(Br)C(Br)CC2C(=O)N1c1ccc([N+](=O)[O-])cc1 (centres undefined),-2
CCOC(=O)c1sc(NC(=O)CSc2nnnn2-c2ccc(C)cc2C)nc1C,-4
c1cc2c(cc1CN1COc3cc4c(cc3C1)OCO4)OCO2,9
Cc1ccc(NC(=O)c2cccc(S(=O)(=O)N3CCCC3)c2)cc1,-9
Cn1c(C2=C(O)CN(c3ccc4c(c3)OCCO4)C2=N)nc2ccccc21,-3
Cc1ccc(NC(=O)NC(=O)CN2C(=O)NC3(CCc4ccccc43)C2=O)c(C)c1 (centres undefined),-3
C/C(O)=C(/C#N)c1nc2ccccc2[nH]1,-3
CC(OC(=O)CCCN1C(=O)c2ccccc2C1=O)C(=O)Nc1ncc(Cl)cc1Cl (centres undefined),0
S=c1[nH]c2ccccc2c2c1CCCC2,1
CCC(c1nnnn1Cc1ccco1)N1CCC(C(N)=O)CC1 (centres undefined),-4
CCOc1ccccc1NC(=O)c1sc2ncn(Cc3ccccc3Cl)c(=O)c2c1C,-4
Cc1noc(C)c1S(=O)(=O)Nc1ccc(C(=O)Nc2cccc(Cl)c2)cc1,0
CCN(CC)c1nc(C)nc2sc(C(=O)Nc3ccccc3C(F)(F)F)c(C)c12,-2
O=C1C(=O)N(CCCBr)c2ccccc21,-81
COc1ccc(Cn2nnnc2C(c2ccccc2OC)N2CCC(C(N)=O)CC2)cc1 (centres undefined),-1
COc1ccc(-c2cc(C(F)(F)F)nc(-n3cnc([N+](=O)[O-])c3)n2)cc1OC,-20
COC(=O)C(CC(=O)Nc1cc(C)ccc1C)Nc1ccccc1OC (centres undefined),7
O=c1nc2n(c3c1oc1ccccc13)Cc1ccccc1-2,0
O=C(Cc1ccc(-n2cccc2)cc1)NC1CCCCC1,-2
O=C(c1ccccc1)c1cc2ccccc2o1,0
Cc1ccc(NC(=O)c2ccccc2Cl)c(C(=O)c2ccccc2)c1,-35

# Sorted by the number under 14-3-3 PPI (high to low): 7 from the list above
canonical_smiles | 14-3-3 PPI
CCOc1ccccc1N1CCN(S(=O)(=O)c2ccc(OCC)c3ccccc23)CC1 | -1
COc1ccc(C2NN(C(=O)c3cccc(Br)c3)C3C(=O)N(c4ccccc4Cl)C(=O)C23)c(OC)c1 (centres undefined) | -2
Cc1ccc(NC(=O)NC(=O)CN2C(=O)NC3(CCc4ccccc43)C2=O)c(C)c1 (centres undefined) | -3
Cc1sc2nc(NCCO)[nH]c(=O)c2c1C | -5
COc1ccc(C2=NN(C(C)=O)C(c3cc4cccc(C)c4nc3Cl)C2)cc1OC (centres undefined) | -7
O=C(Oc1ccc2c(=O)c(Oc3ccccc3Br)c(C(F)(F)F)oc2c1)c1cccs1 | -24
O=C1C(=O)N(CCCBr)c2ccccc21 | -81

# Molecules listed so far containing a nitro group on carbon (4):
SMILES,14-3-3 PPI
CCOc1ccc2nc(SC(C)C(=O)N3CCN(c4nc5ccc([N+](=O)[O-])cc5s4)CC3)sc2c1 (centres undefined),-22
O=[N+]([O-])c1ccc(S(=O)(=O)c2ccc(Br)cc2)cc1,-2
O=C1C2CC(Br)C(Br)CC2C(=O)N1c1ccc([N+](=O)[O-])cc1 (centres undefined),-2
COc1ccc(-c2cc(C(F)(F)F)nc(-n3cnc([N+](=O)[O-])c3)n2)cc1OC,-20

# (cont.)
SMILES,14-3-3 PPI
CCOC(=O)c1[nH]c2ccc(OC)cc2c1NC(=O)CNc1nccs1,-7
Cc1csc(NC(=O)c2ccccc2)n1,-2
CCOc1ccc(-c2nc3cc(N=Cc4cc(Cl)ccc4O)ccc3o2)cc1,-9
CCCCNC(=O)c1cc(-c2cccc(OC)c2)on1,1
COc1ccccc1CN1CC(C(=O)NCc2cccnc2)CC1=O (centres undefined),-5&6
CCCOC(=O)CSc1nnc(-c2ccc(N(C)C)cc2)o1,-4
Cc1cc(C)n(CC2CC(=O)N(c3ccc(C)c(Cl)c3)C2=O)n1 (centres undefined),4
Cc1c(C=Cc2nc3ccc(I)cc3c(=O)n2C)c2ccccc2n1C,-86
CCOc1ccc2nc(NC(=O)CSC3=NCCS3)sc2c1,-10
Cn1c(=O)c2c(nc(CN3CCC(C(N)=O)CC3)n2Cc2ccccc2Cl)n(C)c1=O,-3
Cc1cccc(OCCCCCn2ccnc2)c1,2
O=C(NCc1ccc(F)cc1)C1CCC(=O)N1CCc1ccccc1 (centres undefined),3
Cc1ccc(NC(=O)C2CCN(S(=O)(=O)c3ccc(Br)s3)CC2)cc1F,-62
CC(C)(C)S(=O)(=O)c1ccccc1C(=O)O,4
COc1ccccc1NC(=O)C(C)N1CCN(C/C=C/c2ccccc2)CC1 (centres undefined),0
Cc1ccc(S(=O)(=O)N[C@H](C(=O)N2CCC(C(=O)N3CCC[C@H]3C(=O)O)CC2)C(C)C)cc1,-2
CN(C)/C=C1\C=C(c2ccccc2)OC1=O,-6
O=C(NCCCNc1ccc([N+](=O)[O-])cc1)c1ccc(Cl)cc1,1
COc1cccc2cc(C(C)N(CCCN3CCOCC3)C(=O)Nc3ccccc3)oc12 (centres undefined),2
CC1=CCC2C(=O)N(c3cccc(C(=O)NCc4ccccc4)c3)C(=O)C2C1 (centres undefined),3
Cc1nc2ccccc2c2oc(C(=O)N3CCN(C4CCCCC4)CC3)cc12,-4
Cc1ccc(Cl)cc1N1CCN(Cc2nc3c(c(=O)[nH]c(=O)n3C)n2Cc2ccccc2F)CC1,-4
Cc1cc(N2C(=O)C(=O)/C(=C(/O)c3ccc(Cl)cc3)C2c2cccc(Br)c2)no1 (centres undefined),-6
O=S(=O)(Nc1ccc(C(F)(F)F)cc1)c1cccc2cccnc12,-14
O=C(Nc1ccc(N2CCCCC2)cc1)c1ccc(Cl)cc1,-34

# Other entries:
SMILES,14-3-3 PPI
COC(=O)c1sc2cc([N+](=O)[O-])cc(Sc3ccccc3)c2c1-n1cccc1,-17
COC(=O)C1=CN(C2CC2)C=C(C(=O)OC)C1c1ccc(Cl)cc1,-6
CCOc1ccc(C(=O)Nc2ccc(OC)cc2OC)cc1,2
CCc1ccc2nc(N3CCC(C(=O)NC4CCCCC4)CC3)sc2c1,-3
COC(=O)c1c(NC(=O)C2c3ccccc3Oc3ccccc32)sc(C)c1C,-49
CCn1c(CNc2ccccc2Cl)nnc1SCC(=O)OC1CCCCC1,5
Clc1ccc(-c2cn3c(n2)sc2ccccc23)cc1,-3
O=C(CCS(=O)(=O)c1cccc2nsnc12)Nc1cccc(C(F)(F)F)c1,-6
O=C(Cn1cnc2c(cnn2-c2ccccc2)c1=O)OCc1ccccc1,5
Cc1ccc(Cl)cc1N1CCN(C(=O)CCS(=O)(=O)c2cc(Br)cc3c2N(C(=O)C2CC2)CC3)CC1,-1
CCOC(=O)CSC1=C(C#N)C(c2ccccc2)C(C(C)=O)=C(C)N1 (centres undefined),1
Cc1nc(SCC(=O)Nc2ccccc2C(F)(F)F)c2c(=O)n(C)c(=O)n(C)c2n1,0
O=C(NCc1cccnc1)C1c2ccccc2C(=O)N1C1CCCCCC1 (centres undefined),2&2
CC1=C(C(=O)OC2CCCC2)C(c2cccc(O)c2)C2=C(CCCC2=O)N1 (centres undefined),-1
Cc1ccc(CCN2CC(C(=O)NCCc3ccc(Cl)cc3)CC2=O)cc1 (centres undefined),0
O=C(Nc1cccc(-c2nc3ncccc3o2)c1)c1ccccc1[N+](=O)[O-],-15
COCCCN1C(=O)c2ccc(C(=O)Nc3ccc(OC)cc3OC)cc2C1=O,-4
N/C(=N\c1nc2ccccc2o1)NC(=O)C(Cc1ccccc1)N1C(=O)c2ccccc2C1=O (centres undefined),0
O=C(C1CCCN(Cc2cccs2)C1)N1CCCCCC1 (centres undefined),-9
Cc1cc(-c2ccccc2)n(-c2cc(N3CCCCC3)ncn2)n1,-11
CN(Cc1ccccc1)S(=O)(=O)c1ccc(C(=O)Nc2nnc(-c3cccs3)o2)cc1,-14
C=CCN=C(NC#N)SCCc1ccccc1,-9
Cc1ccc2cc3cc(C(=O)NCc4ccco4)sc3nc2c1,-10
COc1ccc(C(O)C(CC(=O)NCCCOC(C)C)C(=O)NCCCOC(C)C)cc1OC (centres undefined),1
COC(=O)Cc1n[nH]c(=O)c2ccccc12,-5

# Carrying on:
SMILES,14-3-3 PPI
CN(c1ccccc1)S(=O)(=O)c1ccc(C(=O)Nc2nc3ccc([N+](=O)[O-])cc3s2)cc1,10
CC(=O)C1=C(C)NC(=O)NC1c1ccco1 (centres undefined),-7
O=C(Nc1c2c(nn1-c1ccc(Cl)cc1)CSC2)c1ccccc1[N+](=O)[O-],2
CCOC(=O)c1c(-c2ccc(F)cc2)csc1NC(C)=O,1
Cc1cccc(NC(=O)C2CCN(S(=O)(=O)c3cccc4nonc34)CC2)c1C,-59
CCCCn1c(SCC(N)=O)nc2ccc(N3CCOCC3)cc2c1=O,-6
O=C(CSc1nc2c(c(=O)n1-c1ccc(F)cc1)SCC2)OCc1ccccc1,-2
C=CCc1cccc2cc(C(=O)Nc3sc4c(c3C#N)CCCC4)c(=O)oc12,-23
Cc1cc(C)c(Cc2c(C)nc3c(C(=O)NCc4cccnc4)cnn3c2C)c(C)c1,-3
CC(=O)N1C(=O)C(=C2C=C(C)OC(C)=C2)c2ccccc21,-5
CCCc1[nH]nc2c1C(/C(C)=C/c1ccccc1)C(C#N)=C(N)O2 (centres undefined),-2
CCN1CCC2(CC1)C(C#N)=C(N)Oc1c2sc2nc(C)cc(C)c12,6
COCCN1C(=O)c2oc3ccccc3c(=O)c2C1c1cccc(O)c1 (centres undefined),5
COc1cc2nc(SCC(=O)c3ccccc3)n3nc(-c4ccccc4)nc3c2cc1OC,-18
Cc1ccc(-n2nc3ccc(NC(=O)c4ccc([N+](=O)[O-])o4)cc3n2)cc1C,-8
CCCn1c(=C(C#N)C#N)s/c(=C2\C=Cc3ccccc3N2CC)c1=O,-33
COc1ccc(C(=O)N=c2sc3cc(F)ccc3n2C)c(OC)c1,-3
O=C(Cn1c(C(=O)NCCCN2CCOCC2)cc2sccc21)c1ccccc1,-5
CCOc1ccccc1NC(=O)C1c2ccccc2C(=O)N2CCc3cc(OCC)c(OCC)cc3C12 (centres undefined),2
CN1CCN(CCCNC(=O)c2ccc3c(c2)N(Cc2ccccc2)CCS3)CC1,2
CCCCc1nc(OCC(=O)c2ccc(Cl)cc2)c(C#N)c2c1COC(C)(C)C2,0
CC(=NCCc1ccccc1)C1=C(O)COC1=O,-17

# Screening data as filed in PubChem.
